# Compound activity (PubChem BioAssay)
# CCR6 antagonist: antagonists of human CCR6 receptor; P51684; CHO-K1 CCR6 PathHunter beta-arrestin, luminescence, CCL20-stimulated; inhibition, % at 20 µM; actives 0.49% (n = 340,000);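 active = compounds whose inhibition of the agonist-driven luminescence signal at 20 µM reaches about 50%, limit read from the data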;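 also: cells stimulated with CCL20 at 14 nM final; plate controls were DMSO with CCL20 for no effect and DMSO without agonist for full effect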
# Target sequence (P51684 whole entry, looked up): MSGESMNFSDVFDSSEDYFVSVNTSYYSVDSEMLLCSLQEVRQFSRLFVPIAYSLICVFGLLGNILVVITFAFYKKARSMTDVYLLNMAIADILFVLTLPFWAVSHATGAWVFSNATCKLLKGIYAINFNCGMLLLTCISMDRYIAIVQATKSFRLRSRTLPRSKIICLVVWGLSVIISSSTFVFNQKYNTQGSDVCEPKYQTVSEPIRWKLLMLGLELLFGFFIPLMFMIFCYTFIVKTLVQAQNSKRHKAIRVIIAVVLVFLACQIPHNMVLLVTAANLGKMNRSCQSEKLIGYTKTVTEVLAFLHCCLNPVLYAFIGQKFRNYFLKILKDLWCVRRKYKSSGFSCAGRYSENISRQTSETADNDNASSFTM
# EBI2 antag: blocks human EBI2 receptor beta-arrestin signaling; inhibition, % at 5 µM; EBI2 beta-arrestin recruitment, luminescence, 7a,25-OHC stimulated; actives 0.81% (n = 360,000); AID 651636; P32249; in the data active = inhibition above about 38%;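 also: enzyme fragment complementation signal reports receptor beta-arrestin coupling in cells; 0% = agonist plus DMSO wells and 100% = wells without agonist; some results beyond the cut were filed as inactive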
# Gli-Sufu block: Gli-Sufu pathway antagonism | Sufu-KO-LIGHT fibroblasts, Gli luciferase reporter luminescence | inhibition, % at 5 µM | actives 0.74% (n = 340,000);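 active = inhibition above about 55%, limit read from the data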;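 also: 0% = DMSO-treated cells and 100% = wells with medium but no cells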
# UBC13 polyUb: human UBC13 polyubiquitination inhibition. UBC13 polyubiquitin chain formation, TR-FRET. AID 485273. actives 0.47% (n = 330,000). inhibition, % at 20 µM. P61088; in the data active = inhibition above about 45%, passing the limit was not always enough
# Target sequence (P61088 whole entry, looked up): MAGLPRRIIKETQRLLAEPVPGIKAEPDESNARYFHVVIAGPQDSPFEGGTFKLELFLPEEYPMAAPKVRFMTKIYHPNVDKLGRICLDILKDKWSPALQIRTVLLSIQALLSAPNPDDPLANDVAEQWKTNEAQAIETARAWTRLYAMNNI
# 697 NFkB inh: inhibitors of the PMA/ionomycin-induced NF-kB reporter in 697 B cells. 697 B-cell NF-kB luciferase reporter, 16 h. inhibition, % at 4 µM. actives 0.33% (n = 330,000). AID 435022; in the data active = inhibition above about 35%
# APJ antag: APJ receptor antagonism; actives 0.32% (n = 330,000); AID 2521; CHO-K1 APJ beta-arrestin complementation, luminescence; inhibition, % at 20 µM; P35414;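 active = inhibition above about 40% at 20 µM, limit read from the data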;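 also: cells challenged with 10 nM apelin-13 agonist together with compound; plate controls were apelin-13 plus DMSO wells for no effect and DMSO wells lacking apelin-13 for full effect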
# CXCR6 inh: CXCR6 (human) receptor inhibition; CHO-K1 PathHunter CXCR6 beta-arrestin, luminescence; inhibition, % at 20 µM; actives 0.36% (n = 360,000); AID 602244; in the data active = inhibition above about 34%, passing the limit was not always enough;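 also: antagonist mode with CXCL16 agonist at 10 nM final; 0% = 10 nM CXCL16 with DMSO and 100% = unstimulated wells without agonist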
# Target sequence (O00574 whole entry, looked up): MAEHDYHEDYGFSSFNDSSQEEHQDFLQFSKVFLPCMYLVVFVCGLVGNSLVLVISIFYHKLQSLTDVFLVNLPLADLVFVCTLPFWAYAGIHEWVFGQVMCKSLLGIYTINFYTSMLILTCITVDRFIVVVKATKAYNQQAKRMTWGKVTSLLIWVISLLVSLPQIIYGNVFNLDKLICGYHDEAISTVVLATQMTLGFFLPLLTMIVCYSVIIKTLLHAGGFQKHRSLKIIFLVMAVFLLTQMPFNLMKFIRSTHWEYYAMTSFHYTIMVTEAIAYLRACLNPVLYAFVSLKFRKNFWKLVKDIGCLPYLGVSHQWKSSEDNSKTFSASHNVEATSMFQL
# Jurkat NFkB inh: inhibitors of the PMA/ionomycin-induced NF-kB reporter in Jurkat cells; AID 435003; inhibition, % at 4 µM; actives 0.53% (n = 330,000); PMA/ionomycin-induced NF-kB luciferase reporter, luminescence; in the data active = inhibition above about 50%
# Numbers without * were called inactive; nt = no result given. Rows are unselected; any-hit rate near 3%.
SMILES,CCR6 antagonist,EBI2 antag,Gli-Sufu block,UBC13 polyUb,697 NFkB inh,APJ antag,CXCR6 inh,Jurkat NFkB inh
CC(=O)Nc1cccc(NC(=O)CSc2nc3c(=O)n(C)c(=O)n(C)c3n2C)c1,7,-10,-6,-6,-12,-4,-1,16
Cc1cccc(Nc2nnc(SCC(=O)Nc3ccccc3[N+](=O)[O-])s2)c1,5,8,-11,-4,-3,-14,-21,-32
O=C(c1cccc(S(=O)(=O)N2CCCCC2)c1)N1CCN(S(=O)(=O)c2ccc(F)cc2)CC1,1,-3,19,-9,-2,3,4,-2
O=C(C[C@@H]1C/C=C\CC[C@@H](Cc2ccc(F)cc2)C(=O)OC[C@@H](Cc2ccccc2)NC1=O)NCCO,2,5,-3,5,14,5,1,7
CCOC(=O)Cc1csc(NC(=O)COc2cccc(C)c2)n1,6,2,0,-5,-1,-2,-6,-8
Cc1sc2nc(SCC(=O)Nc3cccc(C(=O)O)c3)[nH]c(=O)c2c1C,3,-15,-21,-4,-8,9,0,-5
Cc1noc(C)c1C(=O)OCC(=O)NC(c1ccccc1)c1ccccc1,-11,-3,-4,-4,11,20,-1,4
CCc1ccc(OC(=O)c2cccnc2)cc1,11,-5,3,-6,-2,-12,-8,0
COc1ccc(N(CC(=O)NCc2ccc(Cl)cc2)S(=O)(=O)c2ccccc2[N+](=O)[O-])c(OC)c1,13,-36,14,-5,0,1,4,-12
COc1cccc2c1Oc1ncccc1N(C(=O)CCC(=O)NCc1ccccc1F)C2,-6,-12,3,-3,-29,9,-6,-19
CSc1ccccc1C(=O)N1CCC(CCC(=O)NCc2ccc(F)cc2)CC1,0,1,0,-7,17,-16,2,5
Cc1nnc(NC(=O)CSc2nnc(NC(=O)C(C)(C)C)s2)s1,3,-1,1,-2,12,15,-10,-5
O=C(Nc1cc(Cl)ccc1N1CCOCC1)c1cc2ccccc2o1,16,37,10,5,-2,8,-7,18
CC1=C(C(=O)OCc2cc(C)on2)N2C(=O)[C@@H](NC(=O)OCc3cc(C)on3)[C@H]2SC1,-3,-6,-2,6,12,7,-2,17
COc1cc(S(=O)(=O)N2CCCCC2)ccc1NC(=O)Cc1ccccc1,-21,-18,-7,1,24,24,-5,1
Cc1cccc(C2Nc3ccccc3C(=O)N2CCc2ccccc2)n1 (centres undefined),8,9,-18,8,-11,12,4,-17
CCCC(C(=O)O)n1c(O)c(C=C2N=c3ccccc3=N2)sc1=S (centres undefined),12,5,12,-16,6,12,0,5
CCOC(=O)CNC(=O)CSc1nc2cccnc2n1C1CCCCC1,-11,-4,1,-1,3,15,-16,3
CCOc1ccc(/C(C)=N/NC(=O)c2nnn(-c3nonc3N)c2-c2cccs2)cc1,2,9,10,15,-31,-5,-6,-6
CCc1ccc(N2CCN(S(=O)(=O)CC34CCC(CC3=O)C4(C)C)CC2)cc1 (centres undefined),-4,-7,-13,-6,-11,-9,-3,12

# Arranged by the number under Jurkat NFkB inh (rising): 3 from the list above.
mol | Jurkat NFkB inh
COc1cccc2c1Oc1ncccc1N(C(=O)CCC(=O)NCc1ccccc1F)C2 | -19
CCOc1ccc(/C(C)=N/NC(=O)c2nnn(-c3nonc3N)c2-c2cccs2)cc1 | -6
CC1=C(C(=O)OCc2cc(C)on2)N2C(=O)[C@@H](NC(=O)OCc3cc(C)on3)[C@H]2SC1 | 17

# Continued:
SMILES,CCR6 antagonist,EBI2 antag,Gli-Sufu block,UBC13 polyUb,697 NFkB inh,APJ antag,CXCR6 inh,Jurkat NFkB inh
Cc1ncc([N+](=O)[O-])n1CC(=O)NC1CCCC1,-4,-5,1,6,-5,-6,-4,-1
COc1ccc(CCN=C(N)NS(=O)(=O)c2ccc(C)c(C)c2)cc1,7,-6,-6,-13,-18,9,-4,3
O=C(Nc1ccc(O)c(-c2nc3ccccc3s2)c1)C1=COCCO1,8,5,-2,11,-3,20,4,11
Cn1c(=O)c2c(nc(Oc3ccccc3Br)n2C)n(C)c1=O,14,4,-8,nt,nt,nt,-1,nt
CSc1ccccc1C(=O)Nc1ccc(C)c(C)c1,7,2,-26,-14,-23,24,-7,-28
c1ccc(OCCN2CCN(Cc3nc(-c4ccc5c(c4)OCO5)no3)CC2)cc1,10,-3,6,-20,10,1,-1,-4
COc1ccccc1-n1cc(C(=O)NCC(=O)N2CCN(Cc3ccccc3)CC2)c2ccccc2c1=O,1,-1,3,-6,19,2,4,-3
O=C(NNC1CC(=O)N(c2ccc(Br)cc2)C1=O)c1ccccn1 (centres undefined),-8,-13,-1,-4,5,-6,-10,-2
C=CCn1c(NC(C)c2cc(Cl)ccc2O)nc2ccccc21 (centres undefined),3,1,11,27,1,13,14,4
CCCCOc1ccc(C(=O)Nc2ccc(N3CCN(C)CC3)cc2)cc1,34,8,-4,20,9,9,6,-3
CCOc1ccc(NS(=O)(=O)c2ccc(C(=O)NCc3ccccn3)cc2)cc1,-6,3,3,1,7,-13,-9,22
Nc1c(C2CCCCC2)c(=O)on1C(=O)c1ccccc1,-21,-15,1,nt,nt,nt,-10,nt
Cc1ccc(NC(=O)COC(=O)CN2C(=O)NC3(CCCC3)C2=O)cc1S(=O)(=O)N(C)C,11,-1,-9,9,15,-16,1,10
CCCC(=O)Nc1nnc(SCC)s1,6,-9,-1,8,-4,3,-32,-13
CC1(NC(=O)Cc2c(F)cccc2Cl)CCS(=O)(=O)C1 (centres undefined),4,-10,-3,2,-2,1,-9,-16
CCOc1ccc(C(C)=O)cc1COC(=O)c1cnc(Cl)c(Cl)c1,12,43*,7,17,2,26,22,11
O=C(O)CCCNC(=O)OCc1ccccc1,0,8,1,7,2,-3,-1,-7
COc1ccc(-n2c(O)c(/C=N/NS(=O)(=O)c3cccc([N+](=O)[O-])c3)c3ccccc3c2=O)cc1OC,15,-1,17,0,9,8,6,-4
C/C(=N\NC(=O)c1sccc1C)c1ccncc1,3,-3,-58,8,-23,4,8,-56
O=C(CSCCO)Nc1cccc([N+](=O)[O-])c1,-2,-9,6,-1,-24,18,2,27
Brc1nnc2n1-c1ccccc1Sc1ccccc1-2,4,8,7,-2,12,6,9,-18
CC(C)(C)NC(=O)C[C@H]1C[C@H](C(=O)N2CCCCC2)[C@@]2(C)c3[nH]c4ccc(Cl)cc4c3CCN2C1=O,20,-4,-20,nt,-4,nt,1,nt
CCCCOc1ccccc1Cn1c(=O)oc2ccc(C)cc21,18,16,0,9,10,10,5,-4
CCOC(=O)CC1(c2ccccc2)CCOC(C)(C)C1 (centres undefined),16,4,4,14,-3,8,-1,-7
CCC(C)c1ccc(NC(=O)c2[nH]c(C)c(C(C)=O)c2C)cc1 (centres undefined),7,-2,5,6,-30,0,-24,-49
COc1ccc(C(=O)OC2CCN(C)CC2)cc1,-9,5,3,-4,3,2,-4,-28
Cc1cc(S(=O)(=O)NCCc2ccccc2)c(C)s1,-3,-7,-3,6,2,2,-10,-6
CN(C)S(=O)(=O)c1ccc(NC(=O)COc2ncnc3sccc23)cc1,1,-3,-12,5,6,3,0,3
COc1ccccc1NC(=O)COC(=O)c1cc2c(s1)CCC2,4,-5,-5,6,2,-6,4,-2
Cc1cc2c(cc1S(=O)(=O)N1CCN(c3ccccc3F)CC1)OCC(=O)N2,0,-1,-11,-9,-15,-4,-6,13
COc1ccc(C(=O)NCCc2c[nH]c3ccc(OC)cc23)cc1,4,10,-11,17,14,1,0,9
COC(=O)c1ccc(Nc2nc3ccc(C)cc3n3cnnc23)cc1,5,12,-14,-2,-88,1,0,-50
NC(=O)COc1ccc(/C=N\NC(=O)CC(=O)NCCc2ccccc2)cc1,10,-9,-18,5,11,-4,9,20
Cc1ccccc1C(=O)NC(NCc1ccco1)C(Cl)(Cl)Cl (centres undefined),-8,-7,5,2,11,-1,1,-9
COc1cccc(CNc2nc3nc(C)c(Cl)c(=O)n3[nH]2)c1,3,0,0,-2,10,-37,-5,-6
O=C1CSC(=S)N1N=C1CCCCCC1,-17,2,39,nt,nt,nt,-12,nt
CC(Cc1ccccc1)NC(=S)CN1CCCC1=S (centres undefined),14,-8,3,1,-1,12,6,24
CCOc1ccc(=O)n(-c2ccccc2)n1,-6,-9,-6,-2,5,21,7,5
O=C(N/N=C/c1cc2ccccc2nc1Cl)[C@H]1C[C@@H]1c1ccccc1,6,8,73*,-13,-39,11,-5,34
COc1cc(NC(=O)c2cccc(COCC(F)(F)C(F)F)c2)cc(OC)c1OC,12,-4,22,4,19,7,0,5
Cc1ccc(-c2csc(NC(=O)c3ccc(S(=O)(=O)N4CCc5ccccc54)cc3)n2)cc1,12,15,6,-62,-30,-69,2,-6
CN(CC(=O)N1CCCCC1)S(=O)(=O)c1cccc2cccnc12,6,-4,6,4,2,-8,1,-6
Cc1cc(C(=O)COC(=O)c2ccc(NC(=O)CC#N)cc2)c(C)n1C1CC1,21,-6,-46,-6,-17,17,9,-45
Cc1onc(-c2c(Cl)cccc2Cl)c1C(=O)N=C(N)N1CCOCC1,7,-1,0,7,8,4,-2,16
CCNc1ccc(C(=O)N/N=C/c2c(C)nn(-c3ccccc3)c2N2CCCC2)cc1[N+](=O)[O-],29,-38,24,-43,-39,28,14,-9
CN(C)c1ccccc1C(=O)N1CCC(n2nccc2NC(=O)C2CC2)CC1,10,4,-3,2,11,5,4,14
NC(=O)CSc1nccn1Cc1ccc(Cl)cc1,-2,-3,9,11,28,-9,3,10
Cc1ccc(N(C)S(=O)(=O)c2cccc(C(=O)Nc3ccc(C)cn3)c2)cc1,8,12,2,16,-4,18,-7,-6
COc1ccc(Cl)cc1NC(=O)CN(C)C(=O)c1cn2ccccc2n1,-3,1,3,7,-4,17,-3,19
CCOC(=O)COc1ccc(/C=C/[N+](=O)[O-])c(OCC(=O)OCC)c1,55*,10,4,-12,-2,6,36,2
CCCSc1nc(N)c2c3c(sc2n1)CN(C)CC3,6,9,-9,3,-10,-5,-6,-7
O=[N+]([O-])c1cccc(CN2[C@@H](Cc3ccccc3)COCCS2(=O)=O)c1,14,-3,3,3,-4,19,4,14
CC(NO)/C(=N\O)c1cccs1 (centres undefined),0,-11,-2,0,14,-3,0,0
COc1ccc(CCNC(=S)NC(=O)c2ccccc2)cc1OC,-1,-3,6,0,-19,-20,-1,3
O=C(O)CN1C(=O)/C(=C2\SC(=S)N(C(Cc3ccccc3)C(=O)O)C2=O)c2ccccc21 (centres undefined),25,2,21,-19,22,1,16,8
COc1ccc(NC(=O)C2CCN(S(=O)(=O)c3ccc(N4CCCC4=O)cc3)CC2)c(OC)c1,14,0,39,-2,10,0,-2,0
NC(=O)CC1NC(=O)c2cc([N+](=O)[O-])cc(I)c2OCCC(C(N)=O)NC(=O)[C@@H]2CCCN2C1=O (some centres undefined),1,nt,0,-1,4,15,nt,10
CN(CC(=O)Nc1sc2c(c1C#N)CCCCC2)Cc1nc2ccccc2c(=O)[nH]1,1,-8,22,-12,-36,-3,4,5
COc1cccc(OCc2nc3c4cnn(-c5ccccc5)c4ncn3n2)c1,-2,13,-19,10,12,0,1,12
O=C(O)COc1c(F)c(F)c(C(F)(F)F)c(F)c1F,8,-3,3,-10,-3,-14,-1,-2
# Later entries
SMILES,CCR6 antagonist,EBI2 antag,Gli-Sufu block,UBC13 polyUb,697 NFkB inh,APJ antag,CXCR6 inh,Jurkat NFkB inh
CC(C)c1ccc(O)c(NC(=O)c2cccnc2)c1,12,1,5,-13,13,-24,-4,-4
COc1cc2[nH]c(=S)n(C3CCCC3)c(=O)c2cc1OC,2,20,1,-11,-5,13,-10,10
C/C(=N\Nc1nc2ccccc2[nH]1)c1ccc(Cl)s1,16,-4,-6,-7,-44,-22,6,-8
S=c1[nH]nc(-c2ccccn2)n1/N=C/c1ccc(Cl)cc1,1,1,5,-6,8,19,9,-12
NC(=O)C1CCN(c2nc(-c3ccccc3)nc3c2oc2ccccc23)CC1,1,6,-12,nt,nt,nt,4,nt

# Shown with two lines to a compound: entries from further up.
# The line under a structure holds: CCR6 antagonist	EBI2 antag	Gli-Sufu block	UBC13 polyUb	697 NFkB inh	APJ antag	CXCR6 inh	Jurkat NFkB inh
NC(=O)CSc1nccn1Cc1ccc(Cl)cc1
    -2	-3	9	11	28	-9	3	10
S=c1[nH]nc(-c2ccccn2)n1/N=C/c1ccc(Cl)cc1
    1	1	5	-6	8	19	9	-12
O=C(O)COc1c(F)c(F)c(C(F)(F)F)c(F)c1F
    8	-3	3	-10	-3	-14	-1	-2
